HEK293 tox = qHTS of GLP-1 Receptor Inverse Agonists: Cytotox Screen; HEK293 cAMP-luciferase reporter cells, luminescence, 24 h; Potency, µM (top dose mostly 38.3 µM), without a hit: at the highest dose activity change, negative = inhibition, hits mostly inhibitors; 410,000 tested, 0.13% active; AID 624418, 2012;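 also: loss of luciferase light is scored as toxicity; potency is read from the fitted curve at half-maximal effect; % is scaled to controls: 0 for no effect and ±100 for the full control effect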
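1536-well qHTS counterscreen of the MLSMR; 200 cells/uL, 12 h pre-incubation, 23 nL cpd, 24 h at 37 deg C 5% CO2, luciferase detection reagent, 12 min RT, luminescence. Inhibition = undesired.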
KB-3-1 cytotox = qHTS assay for MDR1-selective chemotherapeutics: Primary screen using the parental adenocarcinoma cell KB-3-1; KB-3-1 viability, CellTiter-Glo ATP luminescence, 72 h; Potency, µM (titrated, usually from 46.1 µM), for inactives: at the top dose activity change, negative = cytotoxic, usual class: cytotoxic; 400,000 tested, 1.4% active; also: potency is read from the fitted curve at half-maximal effect; % is scaled to controls: 0 for no effect and ±100 for the full control effect; nearly all actives have a fitted effect of over 60% in size
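72 h, 37 °C compound treatment of KB-3-1 parental cells; CellTiter-Glo added, 10 min, luminescence read. Data corrected against DMSO-only plates and normalized before curve fitting.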
HT1080NT lethal = qHTS for induction of synthetic lethality in tumor cells producing 2HG: qHTS for the HT-1080-NT fibrosarcoma cell line; HT-1080-NT fibrosarcoma viability, CellTiter-Glo ATP luminescence, 48 h; Potency, µM (top dose mostly 46.1 µM), for the others: at the highest dose activity, negative = less viability, most hits filed as cytotoxic; 360,000 tested, 1.6% active; AID 686970, 2013;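 also: NT is the 2HG producing partner of a matched IDH1 knockdown line; potency is read from the fitted curve at half-maximal effect; 0% = DMSO-treated cells and -100% = media-only wells without cells; nearly all actives have a fitted effect of over 55% in size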
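HT-1080-NT fibrosarcoma cells (2HG-overproducing), 750 cells/well in RPMI with 5% FBS, dosed after 2 h and incubated 48 h at 37C. CellTiter-Glo luminescence normalized to DMSO and no-cell wells; concentration-response curves fitted and classed.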
MCF10A rerep = A quantitative high throughput screen for small molecules that induce DNA re-replication in MCF 10a normal breast cells | MCF 10A DNA re-replication, Hoechst nuclear intensity, 48 h | Potency, µM (titrated, usually from 46.1 µM), for inactives: at the top dose activity, positive = re-replication, most hits filed as activators | 350,000 tested, 2.9% active | AID 624296, 2012; also: potency is read from the fitted curve at half-maximal effect; % of control where 0% means no effect; nearly all actives have a fitted effect of over 50% in size
IL-1B inflam inh = qHTS for Inhibitors of Inflammasome Signaling: IL-1-beta AlphaLISA Primary Screen; THP-1 LPS/ATP IL-1B secretion, AlphaLISA, 16 h; active compounds read low; activity change, % at 57.5 µM; 360,000 tested, 4.7% active; AID 743279, 2014; in the data active = activity change below about -50%; inconclusive = mostly about -30% to -49%; also: % is scaled to controls: 0 for no effect and ±100 for the full control effect
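THP-1 cells pretreated 1 hr with compounds (up to 57.5 uM final), then stimulated with LPS (250 ng/mL final) plus ATP (1.25 mM final); secreted IL-1B measured by AlphaLISA after 16 hr, decreased signal indicating inhibition.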
SW480 rerep = A quantitative high throughput screen for small molecules that induce DNA re-replication in SW480 colon adenocarcinoma cells; 340,000 tested, 1.8% active; AID 624297, 2012; Potency, µM (series often up to 46.1 µM), for the others: at the highest dose re-replication activation, hits mostly activators; SW480 DNA re-replication, Hoechst DNA content imaging, 48 h; also: potency is read from the fitted curve at half-maximal effect; % of control where 0% means no effect; nearly all actives have a fitted effect of over 55% in size
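SW480 cells exposed to compounds for 48 hr at 37 C, 5% CO2, then Hoechst-stained 40 min. Nuclear DNA content imaged by fluorescence scanning (405 nm excitation, 500-530 nm emission); re-replication scored as increased high-intensity nuclei.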
HT1080 IDH1KD tx = qHTS for induction of synthetic lethality in tumor cells producing 2HG: qHTS for the HT-1080-IDH1KD cell line; Potency, µM (titrated, usually from 46.1 µM), without a hit: top-dose activity, negative = toxicity, hits mostly cytotoxic; 360,000 tested, 2% active; AID 686971, 2013; HT-1080 IDH1 knockdown viability, ATP luminescence, 48 h;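 also: potency is read from the fitted curve at half-maximal effect; 0% = DMSO wells and -100% = cell-free medium wells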
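Assay cells: HT-1080 with IDH1 knockdown, 750 per well, RPMI/5% FBS. Exposure: 48 h at 37 °C following 2 h pre-incubation. Read: CellTiter-Glo luminescence; fitted concentration-response, curve class assigned.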
D3 ag = qHTS of D3 Dopamine Receptor Agonist: qHTS; 410,000 tested, 0.58% active; D(3) dopamine receptor (Homo sapiens), P35462; max activation, %; D3R DiscoveRx beta-arrestin cells, luminescence, 90 min; in the data active = max activation above about 30%; also: 0% is about no effect; mostly tested at two doses, the higher about 12 µM
Target sequence (P35462 whole entry, looked up): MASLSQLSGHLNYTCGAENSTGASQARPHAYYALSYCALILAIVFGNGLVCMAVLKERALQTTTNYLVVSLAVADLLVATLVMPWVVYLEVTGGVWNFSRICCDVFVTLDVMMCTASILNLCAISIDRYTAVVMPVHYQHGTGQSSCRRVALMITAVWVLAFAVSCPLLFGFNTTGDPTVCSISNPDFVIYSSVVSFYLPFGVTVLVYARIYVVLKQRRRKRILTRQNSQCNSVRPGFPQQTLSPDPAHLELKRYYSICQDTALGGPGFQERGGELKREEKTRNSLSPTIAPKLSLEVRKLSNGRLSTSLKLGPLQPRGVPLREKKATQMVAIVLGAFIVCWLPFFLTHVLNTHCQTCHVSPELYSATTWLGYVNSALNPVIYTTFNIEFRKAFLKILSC
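Agonist mode: compounds and dopamine controls were applied to plated cells for 90 min at 37 degrees C after an overnight attachment at 1500 cells/well. Luminescent read-out followed 30 - 60 minutes at room temperature with DiscoveRx detection reagent.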
KB-V1 cytotox = qHTS assay for MDR1-selective chemotherapeutics: Primary screen using the drug-selected MDR subline cells KB-V1; KB-V1 MDR cells viability, CellTiter-Glo, 72 h; Potency, µM (doses to about 46.1 µM), for inactives: top-dose activity change, negative = cytotoxicity, usual class: cytotoxic; 400,000 tested, 3.4% active; AID 1347076, 2019; also: potency is read from the fitted curve at half-maximal effect; % is scaled to controls: 0 for no effect and ±100 for the full control effect; nearly all actives have a fitted effect of over 60% in size
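Drug-selected KB-V1 cells, grown in DMEM lacking phenol red with 10% FBS, receive compound titrations; after three days at 37 degrees C, surviving cell ATP is quantified by CellTiter-Glo luminescence and responses normalized and curve-fitted.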
* hit, by the source's call; ? = inconclusive; . = not tested or not shown; & = joins results of further samples; [ ] = remark or other dose. Unless noted, calls follow the shape of the dose curve; as a rule, active = well fitted curve in the direction sought with a large enough effect; inconclusive = small, poorly fitted or top-dose-only effect, or another doubt; inactive = no such curve, though single readings can be large; an effect the other way counts as inactive or inconclusive.

SMILES	HEK293 tox	KB-3-1 cytotox	HT1080NT lethal	MCF10A rerep	IL-1B inflam inh	SW480 rerep	HT1080 IDH1KD tx	D3 ag	KB-V1 cytotox
COc1ccc(/C=C2\SC(=O)N(CC(=O)Nc3ccccc3O)C2=O)cc1OC	4%	12%	1%	11%	-19	5%	-23%	24	20%
CCOC(=O)Cc1nnc(NC(=O)CSc2ccc(C)cc2)s1	1%	7%	1%	8%	7	1%	5%	-1	4%
CC(Sc1ccccc1)C(=O)N1CCN(S(=O)(=O)c2ccc(Cl)cc2)CC1 (configuration not stated)	0%	-8%	-18%	26%	-18	-4%	-8%	-3	?
CN(CCNC(=O)c1ccc(/C=N/O)nc1)Cc1ccccc1	2%	0%	3%	-3%	-7	-4%	3%	-31	-27%
O=C(Nc1nccs1)c1ccc(Cl)c(S(=O)(=O)N2CCOCC2)c1	-3%	-6%	2%	4%	3	-6%[9.22 µM]	-4%	0	-8%
CCN(CC)C(=O)CSc1nnc(-c2ccncc2)n1N	-5%	23%	18%	-2%	-1	-17%	3%	16	7%
COc1cccc(C(C(=O)NC(C)(C)C)N(CC(C)C)C(=O)CCC(=O)Nc2cc(C)on2)c1OC (configuration not stated)	8%	13%	-5%	9%	9	-2%	-15%	13	4%
CCOC(=O)C1CCN(c2c(NCc3ccc(C(=O)NCCOC)cc3)c(=O)c2=O)CC1	0%	10%	8%	3%	16	-1%	0%	-2	0%
CCc1cc(Cn2nc(-c3ccccc3)cc2C(=O)NCc2ccc(C)cc2)on1	-5%	-1%	1%	4%	-13	-2%	1%	-3	-16%
O=c1c2ccccc2[nH]c(=S)n1-c1cccc(S(=O)(=O)N2CCCC2)c1	6%	15%	-6%	-2%	92	4%	2%	-6	?
CCC(CC)C(=O)N1CCN(Cc2ccc3c(c2)OCO3)CC1	-2%	9%	10%	1%	-19	-2%	13%	-7	2%
COC(=O)c1cc(C(=O)OCC(=O)NC2CCCC2)cc([N+](=O)[O-])c1	3%	10%	8%	25%	0	-10%	0%	0	3%
O=C(N/N=C/c1cccs1)c1cncc(Br)c1	?	13%	-9%	18%	-14	3%	-13%	1	-3%
O=C1CCC(C(=O)N2CCCC(C(=O)c3ccc4c5c(cccc35)CC4)C2)=NN1 (configuration not stated)	5%	15µM*	-15%	?	0	15%	?	7	-19%
O=C(CSc1ncnc2c1oc1ccccc12)Nc1cccc(Cl)c1	-18%	1%	-12%	?	55	-2%	-23%	8	-7%
Cc1noc(C)c1COC(=O)c1ccc(F)c(S(=O)(=O)N2CCOCC2)c1	-1%	-2%	4%	6%	31	-6%	1%	8	-11%
CC(C)CC(=O)NC(=S)Nc1ccc(S(=O)(=O)Nc2nccs2)cc1	6%	5%	4%	2%	11	-12%	7%	-16	-8%
COCC(=O)N/N=C/c1ccc(Sc2nc3ccccc3s2)o1	-10%	14%	-7%	-2%	1	-9%	-5%	1	0%
Cc1ccc(C(=O)O/N=C(\N)Cc2ccc([N+](=O)[O-])cc2)c(Cl)c1	?	?	-4%	18µM*	?	?	-2%	-3	3%
COc1ccc(C(=O)NCCc2ccccc2)cc1OC	-4%	-5%	-7%	-5%	-1	-3%	-4%	-10	-6%
CC(C)OCC(O)CN1CCNCC1 (configuration not stated)	14%	-1%	-2%	0%	-19	-5%	11%	-1	9%
COc1ccc(NC(=O)CSc2nc3c(c(=O)[nH]2)CN(Cc2ccccc2)CC3)cc1Cl	8%	-2%	.	.	.	.	.	-15	?
NCC(=O)Nc1ccc(Cl)cc1C(=O)c1ccc[nH]1	9%	-12%	-11%	1%	5	0%	-26%	-2	-1%
COc1ccc(C(=O)NC(=S)NC(C)(C)C)cc1Br	?	-10%	4%	23%	-27	2%[9.22 µM]	-5%	-8	-21%
CN1CCCC(C(=O)C(C#N)c2ccccc2)C1 (configuration not stated)	13%	-1%	18%	-10%	9	-3%[9.22 µM]	17%	4	5%

Brought forward from above: 2 compounds, followed by the next part.
SMILES	HEK293 tox	KB-3-1 cytotox	HT1080NT lethal	MCF10A rerep	IL-1B inflam inh	SW480 rerep	HT1080 IDH1KD tx	D3 ag	KB-V1 cytotox
COc1ccc(C(=O)NC(=S)NC(C)(C)C)cc1Br	?	-10%	4%	23%	-27	2%[9.22 µM]	-5%	-8	-21%
CN1CCCC(C(=O)C(C#N)c2ccccc2)C1 (configuration not stated)	13%	-1%	18%	-10%	9	-3%[9.22 µM]	17%	4	5%
O=C(NCc1ccc(Cl)cc1)C1CCC(CNS(=O)(=O)c2ccccc2)CC1 (configuration not stated)	-13%&-18%	?	-25%	-4%	-4	1%	0%	2&-22	-20%&0%
Cc1nnc2n1N=C(c1ccc(OC(F)F)cc1)C(C)S2 (configuration not stated)	-1%	-9%	-11%	-1%	-8	-34%[inhibitor]	2%	-1	-1%
CC(=O)Oc1cccc(NC(=O)c2ccc3c(c2)C(=O)N(CC(C)C)C3=O)c1	3%	-4%	13%	6%	25	-4%	15%	0	-2%
O=C(c1cccc(Cl)c1)N1CCN(CCc2ccncc2)CC1	-1%	-4%	.	.	.	.	.	-15	20%
Cc1cc(C)n2nc(-c3ccc(F)cc3)nc2n1	26%	-4%	8%	0%	25	-1%	-6%	3	4%
CCC1CCc2sc(C(=O)NCc3ccccn3)cc2C1 (configuration not stated)	-26%	3%	-25%	?	-11	?	?	-1	9%
COc1ccc(CCN(C)C(=O)C(CCSC)NC(=O)c2ccco2)cc1OC (configuration not stated)	8%	-4%	-6%	?	-29	-21%	-6%	-6	?
Cc1cccc(NC(=O)CS(=O)(=O)c2nc(-c3ccccc3)cn2-c2cccc(Cl)c2)c1C	1%	-13%	.	.	.	.	.	-17	-9%
CCN(CC)C(=O)[C@H]1C[C@H](CC(=O)NC(C)(C)C)C(=O)N2CCc3c([nH]c4cc(-c5ccco5)ccc34)[C@]12C	-2%	-2%	-5%	-1%	-8	?	0%	-1	-14%
Cc1onc(-c2ccccc2)c1C(=O)N(Cc1ccco1)Cc1cccs1	1%	-19%	0%	11%	?	5%	-20%	-5	-18%
CCOC(=O)CC1COc2ccccc2N1C(=O)c1ccc(F)cc1 (configuration not stated)	3%	2%	3%	3%	-1	13%	4%	5	-1%
CC(C)c1ccc(Nc2nnc(SC3CCOC3=O)s2)cc1 (configuration not stated)	-25%	-5%	-15%	?	?	13%	-3%	5	22%
CCOc1ccc2nc(N/C(N)=N/S(=O)(=O)c3ccc(C)cc3)nc(C)c2c1	-3%	-1%	11%	.	-21	.	17%	-2	-5%
CC(=O)Nc1ccc(OCC(=O)NC(C)C(C)C)cc1 (configuration not stated)	-1%	17%	16%	-4%	19	2%	28%	5	22%
Cc1c(NC(=O)CN2C(=O)c3ccccc3C2=O)c(=O)n(-c2ccccc2)n1C	-9%	25%	11%	-3%	13	-5%[9.22 µM]	17%	0	?
CCCCNC(=O)c1nc(C2CCN(S(=O)(=O)c3cccc(C(F)(F)F)c3)CC2)oc1-c1ccccc1	-5%	-2%	-2%	.	13	.	-5%	3	-7%
Cc1cccc(C(C)C)c1NC(=O)c1cccnc1	-1%	2%	2%	1%	3	3%[9.22 µM]	1%	0	19%
FC(F)(F)c1cccc(OCCOCCn2cncn2)c1	19%	-1%	-3%	0%	2	0%	0%	-1	0%
O=C(N/N=C/c1ccccc1O)C(=O)Nc1ccccn1	4%	0%	-29%	-8%	68	-9%	?	1	-7%
CCC(C)[C@H](NC(=O)N1CCn2c1nc1ccccc12)C(=O)NCC1CCCO1 (some centres not stated)	-6%	-2%	0%	1%	-19	12%	-3%	3	0%
O=S(=O)(Cc1ccccc1)N1CCN(Cc2ccc(F)cc2Cl)CC1	0%	-8%	0%	2%	19	-31%[inhibitor]	4%	-1	-4%
Cc1nn(CC(=O)NCC(C)c2ccccc2)c(=O)c2cc(-c3ccccc3)nn12 (configuration not stated)	-13%	9%	9%	-1%	6	?	19%	6	-30%
COc1cccc([C@H]2Nc3ccc(S(=O)(=O)Nc4cc(C)ccc4C)cc3[C@H]3C=CC[C@H]32)c1	11%	-10%	.	.	.	.	.	-16	?
Cc1[nH]nc2ncc(C(=O)c3ccccc3O)cc12	-5%	-23%	1%	15%	-51*	20%	?	1	-24%
COc1cccc(C(c2nnnn2CC2CCCO2)N2CCN(C(=O)c3ccco3)CC2)c1OC (configuration not stated)	-6%	-11%	15%	8%	-10	-3%	-2%	-20	-18%
COc1ccc(NC2c3ncccc3C(=O)N2Cc2cccs2)cc1 (configuration not stated)	1%	-5%	-2%	0%	-5	-4%	8%	0	0%
O=C1/C(=C\c2ccco2)SC(=S)N1C1CCS(=O)(=O)C1 (configuration not stated)	?	-26%	?	-29%	.	?	?	-6	-6%
COc1c2ccccc2nc2ccccc12	471%[activator]	-14%	-10%	?	7	23µM*	-9%	5	-2%
Oc1ccc(/C=N/Nc2ncc(Cl)cc2Cl)cc1	5%	6%	1%	13%	?	2%	-7%	-6	0%

Some entries already given, limited to HEK293 tox:
mol	HEK293 tox
Cc1c(NC(=O)CN2C(=O)c3ccccc3C2=O)c(=O)n(-c2ccccc2)n1C	-9%
CCCCNC(=O)c1nc(C2CCN(S(=O)(=O)c3cccc(C(F)(F)F)c3)CC2)oc1-c1ccccc1	-5%

From PubChem BioAssay
